Screening data: PubChem BioAssay, National Center for Advancing Translational Sciences (NCATS)
12-LOX inh: blocks human arachidonate 12S-lipoxygenase | P18054 | purified 12hLO, xylenol orange hydroperoxide absorbance | 580,000 tested, 1.1% active | Potency, µM (titrated, usually from 108 µM), for the others: at the top dose activity change, negative = inhibition, usual class: inhibitors; active means well fitted inhibition curve with a large enough effect; inconclusive means small, poorly fitted or top-dose-only effect, or another doubt; inactive means no such curve, though single readings can be large or run the other way
Target sequence (P18054 whole entry, looked up): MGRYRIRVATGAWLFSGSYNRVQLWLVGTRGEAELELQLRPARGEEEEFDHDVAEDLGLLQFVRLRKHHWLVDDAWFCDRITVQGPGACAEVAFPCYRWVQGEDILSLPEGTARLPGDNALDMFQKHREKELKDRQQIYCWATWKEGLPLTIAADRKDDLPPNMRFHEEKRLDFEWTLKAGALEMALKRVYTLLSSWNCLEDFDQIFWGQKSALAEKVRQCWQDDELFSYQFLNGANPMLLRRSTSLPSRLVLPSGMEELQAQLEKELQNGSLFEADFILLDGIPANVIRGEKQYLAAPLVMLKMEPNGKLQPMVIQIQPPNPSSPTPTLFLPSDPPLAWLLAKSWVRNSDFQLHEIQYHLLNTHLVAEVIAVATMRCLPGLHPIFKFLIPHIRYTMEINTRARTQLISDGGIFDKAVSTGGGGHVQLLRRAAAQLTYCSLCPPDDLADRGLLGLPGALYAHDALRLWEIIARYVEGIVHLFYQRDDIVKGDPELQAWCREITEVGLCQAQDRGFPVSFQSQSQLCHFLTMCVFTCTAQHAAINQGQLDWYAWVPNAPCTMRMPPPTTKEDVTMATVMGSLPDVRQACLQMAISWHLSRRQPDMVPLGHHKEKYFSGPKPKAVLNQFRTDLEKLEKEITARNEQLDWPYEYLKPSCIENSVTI
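Purified human 12hLO at 150 nM in 25 mM Hepes, 0.01% Triton X-100, pH 7.0, preincubated 15 min at room temperature with compound. Reaction started with 40 uM arachidonic acid, 30 min at room temperature. Hydroperoxide measured by Fe-xylenol orange, 573/405 nm absorbance ratio.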
The depositor's hits bear a star; u = inconclusive; [ ] = dose if it differs, or a comment. On the % scale 0 is the no-effect control and ±100 the full control effect; potency means the concentration at half of the fitted maximal effect. An excerpt; count on the stated rates, not on these rows.

The first five compounds, ahead of the listing:
SMILES	12-LOX inh
COCCOC1CCN(C(C(=O)O)c2ccc(OC)c(F)c2)CC1 (stereo unspecified)	45%[activator]
Cc1ccc(CNc2nc3ccccc3nc2NS(=O)(=O)c2ccc(C)cc2)cc1	-5%
CCc1noc(-c2ccn3c(CNC(=O)c4ccc(F)c(Cl)c4)nnc3c2)n1	26%
COc1ccc(-c2cc3nc4c(c(=O)n3[nH]2)CN(C(=O)c2sccc2C)CC4)cc1	12%
O=C(Cn1cccc1-c1nc(-c2ccc3c(c2)OCO3)no1)NCCc1ccc(Cl)cc1	27%

The list itself, previewed entries included:
SMILES	12-LOX inh
COCCOC1CCN(C(C(=O)O)c2ccc(OC)c(F)c2)CC1 (stereo unspecified)	45%[activator]
Cc1ccc(CNc2nc3ccccc3nc2NS(=O)(=O)c2ccc(C)cc2)cc1	-5%
CCc1noc(-c2ccn3c(CNC(=O)c4ccc(F)c(Cl)c4)nnc3c2)n1	26%
COc1ccc(-c2cc3nc4c(c(=O)n3[nH]2)CN(C(=O)c2sccc2C)CC4)cc1	12%
O=C(Cn1cccc1-c1nc(-c2ccc3c(c2)OCO3)no1)NCCc1ccc(Cl)cc1	27%
Cc1ccc(NC(=O)COc2ccc3c(C)c(C)c(=O)oc3c2C)cc1	-6%
CC(C)CNCc1ccc(-c2ccccc2F)o1	-14%
CCN1CCN(CC(=O)N2CC(C)(C)[C@@](C)(O)C2)CC1	37%
O=c1[nH]c(=S)[nH]c2c1C(c1ccc(F)cc1)OC(CCc1ccccc1)C2 (stereo unspecified)	u
CCOC(=O)c1nc2ccccc2nc1N1CCN(c2ccccc2F)CC1	3%
C#CCN1C(=O)S/C(=C/c2cn(CC(=O)O)c3ccccc23)C1=O	u
COc1ccc(C(=O)N2CCC3(CC2)C(=O)Nc2ccccc23)cc1	9%[6.33 µM]
COCCn1c(C)cc(C(=O)N2CCC(N3C[C@H](O)C[C@H]3C(=O)NC3CCCCC3)CC2)c1C	19%
Cc1ccc(CN2CCCCCCNC(=O)[C@@H]3C[C@@H](C(=O)N4CCN(c5ccccn5)CC4)C[C@@H]32)o1	47%[activator]
O=C(c1cccc(F)c1)N1CCC2(CCCN(c3ccncc3)C2)CC1	7%[57.4 µM]
COc1ccccc1CNC(=O)C1=C(c2ccccc2)c2cc(Cl)ccc2S(=O)(=O)N1C	-21%
O=C(c1cc(C(F)(F)F)[nH]n1)N1CC[C@@H](c2ccc(F)cc2)[C@H](O)C1	u
Cc1ccsc1CN(C)Cc1ccccc1	24%
CCc1ccc(-c2cc3c(=O)[nH]nc(SCC(=O)NC4CCCC4)n3n2)cc1	-3%
CC(C)Cn1nc(C(=O)OCC(=O)Nc2ccccc2F)c2ccccc2c1=O	-19%
CC(C)c1nc(-c2ccc(OC3CCN(C(=O)C4(c5ccccc5)CC4)C3)cc2)no1 (stereo unspecified)	u
Cc1nc(-c2ccc(Cl)cc2)n(Cc2ccccc2)c(=O)c1CCO	-16%
CCNS(=O)(=O)c1ccc(C)c(C(=O)N2CCCC2c2ccc(OC)c(OC)c2)c1 (stereo unspecified)	-7%
CCCCN1Cc2c(sc(C)c2C)N(C(=O)c2ccccc2)C1	u
COCCOC1CCN(C(=O)c2n[nH]c3ccccc23)CC1	23%
O=C(CCC1CCCC1)N1CCC(Cc2nc(C3CCOCC3)no2)CC1	46%[activator]
CCCCCc1c(C)nc(Nc2nc(C)c3cc(OCC)ccc3n2)[nH]c1=O	3%
O=C(CCc1c[nH]c2ccccc12)N1CCN2CCS(=O)(=O)N(C3CC3)C(=O)C2C1 (stereo unspecified)	-19%
COCC(=O)N1CCC(c2nn(-c3ccc(OC)cc3)c(=O)[nH]2)CC1	42%[activator]
CN1CC2(CCCN(C(=O)c3ccc(OC(F)F)cc3)CC2)OC1=O (stereo unspecified)	30%
NC(=O)c1ccc(CN(C(=O)Cc2cccc(C(F)(F)F)c2)C2CC2)cc1	0%
CC(NC(=O)C(c1ccccc1)C(C)C)c1ccc2c(c1)CCCC2 (stereo unspecified)	u
Cc1ccc(C)c(S(=O)(=O)c2nnn3c2nc(NCc2ccc(F)cc2)c2sccc23)c1	-7%
Cc1cc(CNC(=O)c2cc(-c3ccccc3C)cc3c2OCCN3C)no1	u
O=C(CCC1CCCCC1)NC1CCN(c2ccc(=O)n(CC3CC3)n2)CC1	6%
CNC(=O)c1ccc(N2CC3CC(C2)[C@H]2CCCC(=O)N2C3)nc1 (stereo partly specified)	2%
C[C@@H](N)C(=O)N1CCC2(CC1)CC(=O)N(Cc1cc(F)cc(F)c1)C2	7%
Cc1ccc(SCc2cc(=O)[nH]c(N3CCN(c4ccccc4F)CC3)n2)cc1	23%
COc1ccc(Cl)cc1-c1ccc2c(c1)C(=O)N1CCN(C(=O)[C@@H](O)c3ccccc3)C[C@H]1C(=O)N2	-24%
COCCc1noc([C@@H]2CN(Cc3cccc(F)c3)C[C@H]2CO)n1	-11%
CCN(CC)S(=O)(=O)c1ccc(NC(=O)CC2c3ccccc3C=CN2C(C)=O)cc1 (stereo unspecified)	-42%
Cc1[nH]c2ccccc2c1-c1csc(NC(=O)C2CC2)n1	u
Cn1cc(Cc2ccc(C(=O)NCc3ccccc3)cn2)c2ccccc21	-26%
O=C(c1ccc(C(F)(F)F)cc1)N1CCC(N2CCCOC2=O)CC1	7%[6.33 µM]
COCCNC(=O)C1c2ccccc2C(=O)N(Cc2ccco2)C12CCCC2 (stereo unspecified)	22%
CS(=O)(=O)N1CCn2ncc(C(=O)N3CCOCC3)c2C1	4%[6.33 µM]
COc1ccc(CCNC(=O)Nc2cccc(CN3CCOC3=O)c2)cc1OC	-17%
COc1cc2c(cc1OC)C(C[C@H]1CN(C(=O)Nc3cccc(C(C)=O)c3)CC[C@H]1CC(=O)O)=NCC2	0%

Look-ups from the entries so far.
CCNS(=O)(=O)c1ccc(C)c(C(=O)N2CCCC2c2ccc(OC)c(OC)c2)c1 (stereo unspecified) in 12-LOX inh shows -7%
COc1ccccc1CNC(=O)C1=C(c2ccccc2)c2cc(Cl)ccc2S(=O)(=O)N1C in 12-LOX inh shows -21%
COc1ccc(C(=O)N2CCC3(CC2)C(=O)Nc2ccccc23)cc1 in 12-LOX inh shows 9%[6.33 µM]

More structures follow:
SMILES	12-LOX inh
CS(=O)(=O)N(C1CCOCC1)C1CN(C(=O)NCc2ccccc2)C1	16%
CC(Sc1nc(N)cc(N)n1)C(=O)c1ccc(F)c(F)c1 (stereo unspecified)	-14%
O=C(CCCN1C(=O)C(c2ccccc2)Oc2cccnc21)NCCc1noc(-c2ccncc2)n1 (stereo unspecified)	9%
c1ccc2cc(-c3nc(C4CCOC4)no3)ncc2c1 (stereo unspecified)	5%
COc1ccccc1CNC(=O)CN1CCn2nc(C(C)O)cc2C1 (stereo unspecified)	29%
CC(CC(=O)Nc1ccc(NC(=O)C(C)(C)C)cc1)c1ccccc1 (stereo unspecified)	-24%
Cc1cc(C)n2c(NC3CCCC3)c(-c3ccc(F)cc3)nc2n1	u
CC(=O)Nc1ccc(/C=C(/C#N)C(=O)C(C)(C)C)cc1	-23%
COc1ncc2nc(C)c(=O)n(C3CC3)c2n1	u
COCCN1C(=O)c2cccn2CC1CNC(=O)c1ccc(OC)c(OC)c1 (stereo unspecified)	6%
Cc1ccc2c(C(=O)NCCc3cccnc3)cc(NC(=O)C(C)C)cc2n1	24%
CCc1ncc(C(=O)N2CCC(c3cc(Cc4ccccc4)[nH]n3)CC2)cn1	29%
CC(C)NC(=O)CN(C)CC(O)COc1ccc(Cl)cc1 (stereo unspecified)	u
Cc1nn(-c2ccc(F)cc2)c(Oc2ccccc2F)c1CCC(=O)NCc1ccco1	-2%
Cc1cc(C(=O)N2CCCCCCNC(=O)[C@@H]3C[C@@H](c4nc(Cc5ccccc5)no4)C[C@@H]32)n(C)n1	12%
COC(=O)[C@H](Cc1ccc(OC)cc1)NC(=O)[C@H]1CN(S(=O)(=O)c2ccccc2)CCN1C(=O)c1cccs1	2%
O=C(Nc1ccc2c(c1)CN(CCc1ccc(F)cc1)C(=O)CO2)c1c(F)cccc1F	3%
CCCc1ccc(-c2csc(NC(=O)Cn3cnc4c3c(=O)n(C)c(=O)n4C)n2)cc1	60%
O=C(/C=C/C=C/c1ccccc1)c1ccc2oc3ccccc3c2c1	u
COCCCn1c(C)cnc1C1CCN(C(=O)Nc2ccccc2F)C1 (stereo unspecified)	49%[activator]
COCCNC(=O)[C@@H]1C[C@H](Oc2ccccc2)CN1C(=O)c1ocnc1C	34%
Cc1ccccc1C(=O)Nc1ccnn1C1CCN(C(=O)CN)CC1	47%[activator]
CN1CCN(C(=O)N2Cc3ccccc3OC3(CCN([S+](C)(=O)[O-])CC3)C2)CC1	1%[12.5 µM]
Cc1ccsc1[C@@H]1CCN(Cc2cccn2-c2cccnc2)C[C@H]1O	63%[activator]
COc1ccccc1Cn1ccnc1SCC(=O)Nc1ccc(C)cc1	1%
COc1cc2ncnc(N3CCN(C(C)=O)CC3)c2cc1OC	-4%
CC(C)(C)c1ccc(S(=O)(=O)NCC2CCN(C(=O)C(=O)c3cccs3)CC2)cc1	-21%
COc1ccc(CNc2ncnc3c2CN(C2CCNCC2)C(=O)CN3C)cc1	u
CCc1nn(-c2ccc(OC)cc2)c(Oc2cccc(F)c2)c1CCC(=O)N(CC)CC	44%
CC(C)(NC(=O)c1cccs1)C(=O)N[C@@H]1CCOC[C@H]1OCC1CCC1	40%[activator]
CC(C)OC(=O)/C(C#N)=C\c1ccc(-c2ccccc2Cl)o1	12%
Cc1cc(Cl)ccc1OCC(=O)N1CCC(c2n[nH]c(=O)n2-c2ccccc2)CC1	u
COc1ccc(S(=O)(=O)N2CC[C@H](NC(=O)Cc3cccs3)C[C@H]2C(=O)N[C@@H](CC2CCCCC2)C(N)=O)cc1	53%[activator]
CCN1CCN(c2ccccc2NC(=O)CCc2nc(-c3ccsc3)no2)CC1	-4%
Cc1sc2ncn(Cc3nc(-c4ccco4)no3)c(=O)c2c1C	u
Cc1ccc(SCc2ccc(C(=O)Nc3ccccc3C(C)C)cc2)cc1	u
NS(=O)(=O)c1ccc(NNC(=O)c2ccc(NS(=O)(=O)c3cccs3)cc2)c([N+](=O)[O-])c1	-10%
O=C(Nc1ccccc1)N1CCc2nc(-c3ccccc3)nc(-c3ccc(Cl)cc3)c2C1	1%
Cc1cccc(C)c1NS(=O)(=O)c1ccc(S(=O)(=O)N2CCCC2)cc1	-6%
CC1(C)CC(=O)C2=C(C1)Nc1cc(C(=O)c3ccccc3)ccc1NC2c1ccc(O)cc1 (stereo unspecified)	u
Cc1ccc(CNC(=O)N2c3ccccc3CC2c2nc(C3CC3)no2)cc1 (stereo unspecified)	-9%
Cc1ccc(OCc2nc(C#N)c(NCc3cccnc3)o2)c(C)c1	-39%
CC(CNC(=O)Cc1n[nH]c(=O)c2ccccc12)c1ccccc1 (stereo unspecified)	-11%
CCOc1ccc2c(n1)CCN(C(=O)Cc1c(C)noc1C)C2	1%
COc1ccc(CCNc2oc(-c3cccc4ccccc34)nc2C#N)cc1OC	u
CC(C)c1nc(C(=O)N2CC[C@@](O)(C3CCOCC3)[C@H](C)C2)cs1	50%[activator]
COc1ccccc1CC(=O)N1CCCc2ncc(C(=O)NCc3ccc(OC)c(OC)c3)cc21	6%
Cc1cccc(C)c1-c1cc(C(=O)N2CCC(C#N)CC2)c2cnn(C)c2n1	1%[6.33 µM]
Nc1ncc(C(=O)N2CCC3(CC2)[C@H](O)C[C@@H]3O)c(C(F)(F)F)n1	11%
COC1CCOC2(CCN(C(=O)c3ccc4ccccc4n3)CC2)C1 (stereo unspecified)	40%
CCC(=O)N1CCN(C2CCN(CCc3ccccc3)C2=O)CC1 (stereo unspecified)	u
CNC(=O)c1ccc(Cn2cc(-c3nccn3C)nn2)o1	21%
O=C1CCN(S(=O)(=O)c2ccccc2)CCCN(Cc2ccc3cc[nH]c3c2)CCN1	8%
O=C(c1ccncc1)N1CCCC(Cc2noc(-c3cnccn3)n2)C1 (stereo unspecified)	34%
O=C(NCc1ccccc1)NCC1CCOCC1	34%[activator]
CC(=O)N1Cc2ccccc2CC2(CCN(Cc3cccnc3)CC2)C1	5%[6.33 µM]
COC(=O)c1cccc(C(=O)O)n1	u
CCOc1ccccc1NC(=O)c1ccc(CN2CCCC2=O)cc1	2%
O=C1NC2(CCCC2)C(=O)N1Cc1ncc(-c2cccc(Cl)c2)o1	19%
COc1ccc(NC(=O)C2c3ccccc3OCC(=O)N2Cc2cccnc2)cc1 (stereo unspecified)	3%

Reprinted at random: six entries already listed
SMILES	12-LOX inh
Nc1ncc(C(=O)N2CCC3(CC2)[C@H](O)C[C@@H]3O)c(C(F)(F)F)n1	11%
O=C1CCN(S(=O)(=O)c2ccccc2)CCCN(Cc2ccc3cc[nH]c3c2)CCN1	8%
COC1CCOC2(CCN(C(=O)c3ccc4ccccc4n3)CC2)C1 (stereo unspecified)	40%
CC(=O)N1Cc2ccccc2CC2(CCN(Cc3cccnc3)CC2)C1	5%[6.33 µM]
CCOc1ccccc1NC(=O)c1ccc(CN2CCCC2=O)cc1	2%
CNC(=O)c1ccc(Cn2cc(-c3nccn3C)nn2)o1	21%

Going on with the list:
SMILES	12-LOX inh
N#CCNC(=O)c1ccc(-c2ccnc(Nc3ccc(N4CCOCC4)cc3)n2)cc1	-27%[57.4 µM]
COCC(=O)N[C@H]1CCN(C(=O)COC)[C@H](C(=O)N[C@H](Cc2ccccc2)C(N)=O)C1	15%[176 µM]
CCc1nc(NC(=O)NCc2cccnc2)nn1C	65%[activator]
Cc1ccc(-c2cc(N3CCCN(C(=O)CCc4ccccc4)CC3)n[nH]2)cc1C	5%
Cc1nc2cc(NC(C)C(=O)Nc3ccc(C(F)(F)F)cc3)ccc2o1 (stereo unspecified)	0%
Cc1nc2ccc(Cl)cc2cc1C(=O)NCc1ccc(C(N)=O)cc1	-8%
Cc1cc(OCC(=O)OCC(=O)c2ccc3c(c2)CCC3)ccc1Cl	1%
Cc1ccc(C(=O)N[C@@H]2CN(c3ncccn3)C[C@H]2CO)nc1	34%
